DNMT1 inh = DNMT1 (human) enzyme inhibition. DNMT1 molecular beacon, Hinp1I cleavage, fluorescence. P26358. inhibition (reported as % activation of signal), % at 10 µM. actives 0.83% (n = 360,000); in the data active means inhibition above about 50%
Rpn11 inh = Rpn11 (human) deubiquitinase inhibition | human 26S proteasome, Ub4-pepOG fluorescence polarization; 20S core pre-blocked with epoxomicin | actives 0.59% (n = 360,000) | O00487 | calls only at 20 µM;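 active means inhibition at 20 µM, scaled to each plate's controls, above about 33%, limit read from the data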
Target sequence (O00487 whole entry, looked up): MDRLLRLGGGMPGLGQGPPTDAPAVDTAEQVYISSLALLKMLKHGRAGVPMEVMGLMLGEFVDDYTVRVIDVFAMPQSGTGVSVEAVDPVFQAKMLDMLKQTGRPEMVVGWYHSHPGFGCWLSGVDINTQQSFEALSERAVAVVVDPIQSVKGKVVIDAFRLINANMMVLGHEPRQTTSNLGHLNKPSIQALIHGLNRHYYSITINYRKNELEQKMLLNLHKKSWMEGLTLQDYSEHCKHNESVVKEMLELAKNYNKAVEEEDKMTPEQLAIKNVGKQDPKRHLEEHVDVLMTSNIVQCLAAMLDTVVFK
Scp1 inh = Scp-1 (human) phosphatase inhibition | inhibition, % at 20 µM | Q9GZU7 | Recombinant Scp1, phosphopeptide, malachite green phosphate absorbance | actives 0.88% (n = 340,000) | AID 493091;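 active means inhibition above about 50% at 20 µM, limit read from the data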;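 further: plate controls were DMSO wells with enzyme for no effect and wells lacking enzyme for full effect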
Target sequence (Q9GZU7 76-261 limits assumed): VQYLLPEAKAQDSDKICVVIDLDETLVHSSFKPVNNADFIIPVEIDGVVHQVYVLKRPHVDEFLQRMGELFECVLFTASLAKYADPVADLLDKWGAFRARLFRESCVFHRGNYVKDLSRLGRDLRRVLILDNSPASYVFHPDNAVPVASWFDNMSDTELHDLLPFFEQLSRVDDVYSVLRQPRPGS
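Incubation: 45 min enzyme reaction at room temperature / System: truncated SCP-1 phosphatase (76-261aa) / Reagent: Phospho 17-mer peptide substrate / Buffer or medium: Acidic Tris acetate buffer with magnesium and detergent / Signal: absorbance at 630 nm / Doses: one concentration, 20 µM, with 1.0% DMSO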
SKN-1 block = C. elegans SKN-1 inhibition | C. elegans VP596 Pgst-4::GFP/RFP ratio, acrylamide-induced, 24 h | inhibition, % at 21.8 µM | actives 0.49% (n = 360,000) | AID 624304;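 active means interference check ratio from 0.5 to 1.5 plus GFP to RFP signal ratio inhibition reaching or exceeding a fixed threshold, cut at about 30% in these data, passing the limit was not always enough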; further: some compounds called inactive have numbers as strong as hits
NRP1-CendR mod = modulators of CendR peptide binding to human neuropilin-1; AID 602438; FAM-RPARPAR peptide binding to NRP-1, fluorescence polarization; actives 0.85% (n = 360,000); inhibition, % at 25 µM; O14786;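 active means inhibition or corrected inhibition above about 18%, plus a signal ratio from 0.5 to 1.5, limit read from the data, passing the limit was not always enough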; further: strong numbers were not always called active
LMPTP block = LMPTP (human) inhibition; actives 0.22% (n = 360,000); inhibition, % at 20 µM; recombinant LMPTP-A, OMFP fluorogenic substrate, fluorescence intensity; P24666; AID 651560;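 active means compounds that cut the enzyme signal by at least half of the control window in the single-dose screen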;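 further: plate controls were DMSO wells with enzyme plus substrate for no effect and substrate without enzyme for full effect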
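Test system: LMPTP-A phosphatase enzyme; input: 0.625 nM LMPTP-A final; reagent: OMFP substrate, 400 µM final; compound dosing: 20 µM single dose, 3% DMSO; incubation: 50 min dark incubation at room temperature; measured by: endpoint fluorescence intensity from OMFP dephosphorylation; measure: % inhibition relative to no-enzyme and uninhibited control wells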
MT1-MMP act inh = blocks activation of human MT1-MMP | P50281 | HT1080 RFP-PRO-GFP cells, GFP/RFP ratio fluorescence, overnight; percent of plate control window, DMSO zero | GFP/RFP ratio change, % at 20 µM | actives 0.061% (n = 360,000) | AID 651647;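 active means GFP/RFP ratio change of at least 30% with cell ATP level not reduced by more than half and red fluorescence within 50% of control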; further: strong numbers were not always called active
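Compound: 20 µM single dose, 1% DMSO / System: HT1080 RFP-PRO-GFP cells / Controls: DMSO and RFP-L50D-GFP cell wells / Read-out basis: GFP/RFP fluorescence ratio / Schedule: overnight compound exposure at 37 °C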
SUMO1 PPI mod = modulators of human SUMO1-mediated protein-protein interactions. actives 0.33% (n = 360,000). inhibition, % at 20 µM. P63165. AID 602429. SUMO1 binding to a labelled peptide, TR-FRET, 1 h; in the data active means inhibition above about 37%
STEP inh = STEP (human) phosphatase inhibition. P54829. recombinant STEP, OMFP fluorogenic substrate, fluorescence. inhibition, % at 20 µM. actives 0.25% (n = 360,000). AID 588621;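 active means inhibition at 20 µM, scaled per plate between control wells, above about 37%, limit read from the data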;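 further: 0% = DMSO with enzyme and substrate and 100% = substrate only without enzyme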
Target sequence (P54829 whole entry, looked up): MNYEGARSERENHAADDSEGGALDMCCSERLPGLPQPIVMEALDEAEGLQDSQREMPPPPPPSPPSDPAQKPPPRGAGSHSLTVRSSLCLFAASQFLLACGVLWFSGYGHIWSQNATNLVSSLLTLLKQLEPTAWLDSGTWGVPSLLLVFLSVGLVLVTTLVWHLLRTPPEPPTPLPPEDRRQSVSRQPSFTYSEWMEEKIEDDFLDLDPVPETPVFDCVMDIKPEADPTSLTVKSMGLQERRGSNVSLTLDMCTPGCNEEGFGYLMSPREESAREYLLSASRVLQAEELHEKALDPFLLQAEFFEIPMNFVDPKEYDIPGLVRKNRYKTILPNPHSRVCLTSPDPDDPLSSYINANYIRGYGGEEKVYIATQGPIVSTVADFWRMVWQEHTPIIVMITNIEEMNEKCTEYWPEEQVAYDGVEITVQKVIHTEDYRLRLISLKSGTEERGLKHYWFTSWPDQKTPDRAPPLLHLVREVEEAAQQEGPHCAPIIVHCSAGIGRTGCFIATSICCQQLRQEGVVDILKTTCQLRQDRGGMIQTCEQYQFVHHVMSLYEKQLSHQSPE
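Measure: Control-normalized % inhibition with plate pattern correction | Test system: STEP phosphatase, cell-free reaction | Medium: pH 6.0 Bis-Tris with DTT and Tween 20 | Technique: Fluorescence, 480/540 nm | Times: Reaction 20 min, ambient temperature | Doses: Single compound dose of 20 µM, 1% DMSO final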
NadD block = inhibitors of Staphylococcus aureus NadD; purified NadD enzyme, colorimetric absorbance read-out; inhibition, % at 20 µM; actives 0.78% (n = 360,000); in the data active means inhibition above about 26%; further: some compounds past the cut are filed as inactive
* = called active by the depositor; i = inactive; · = not tested or not shown; + = active, no number.

SMILES | DNMT1 inh | Rpn11 inh | Scp1 inh | SKN-1 block | NRP1-CendR mod | LMPTP block | MT1-MMP act inh | SUMO1 PPI mod | STEP inh | NadD block
O=C(O)c1ccccc1-c1ccccc1C(=O)Nc1ccc2c(c1)C(O)c1ccccc1-2 (stereo not drawn) | 0 | i | · | -1 | -12 | -0.9 | 0 | 9 | 0 | -3
O=C(COC(=O)/C=C/c1cccc(Cl)c1)NC1CCCC1 | -6 | i | 0 | 2 | 11 | 0.3 | 1 | -5 | 1 | 2
COc1ccc(-c2nnc(SC(C(=O)c3c[nH]c4ccccc34)c3ccccc3)n2N)cc1OC (stereo not drawn) | -39 | i | 7 | 3 | -18 | 2.6 | 5 | -3 | 9 | 23
Cc1cc(N)n(-c2ccc([N+](=O)[O-])cc2)n1 | 0 | i | 1 | -16 | 8 | -0.4 | 0 | -34 | -2 | -1
Cc1ccc(O)c(NC(=O)C2CC(c3ccc(F)cc3)=NO2)c1 (stereo not drawn) | -3 | i | -5 | -10 | -5 | -0.2 | 11 | 4 | -1 | 0
Cc1ccc(NNC(N)=S)cc1Cl | -1 | i | -2 | -8 | -17 | -1.0 | 1 | -4 | 2 | 2
CC/C(O)=C1\C(=O)CC(c2ccccc2)CC1=NCCC(=O)O (stereo not drawn) | 3 | i | 0 | 0 | 1 | -0.9 | 6 | 0 | -2 | 1
CC(=O)Nc1cccc(NC(=O)CSc2nc(=O)n(CCN3CCOCC3)c3c2CCCC3)c1 | 3 | i | -2 | 3 | -4 | -0.6 | 1 | -1 | -1 | 4
CC(C)[C@@H]1C=C(C(=O)O)O[C@H](OCCCCO)C1 | 0 | i | -3 | 2 | -10 | -1.3 | -2 | 5 | -1 | 2
OC(CNC1CCCc2ccccc21)COc1c(Cl)cccc1Cl (stereo not drawn) | 3 | i | -1 | -2 | 0 | 0.8 | 2 | -2 | 1 | -9
Cc1ccc(SC(C)C(=O)Nc2ncn[nH]2)cc1 (stereo not drawn) | 4 | i | 2 | 8 | 3 | -0.2 | 1 | 3 | -2 | 4
CCOc1cc(NC(=O)Nc2ccc(F)cc2)c(OCC)cc1NC(=O)CC | 2 | i | -6 | 6 | 8 | -1.1 | 2 | 0 | 0 | -9
O=C(NNc1ccccc1)OCc1ccccc1 | -6 | i | · | 13 | -4 | 0.5 | 2 | 2 | -1 | -4
O=C(CN1CCN(c2ncccn2)CC1)NCc1ccc2c(c1)OCO2 | -7 | i | -3 | 0 | -7 | 0.9 | -1 | 1 | 9 | -3
COc1ccc(OC)c(S(=O)(=O)Nc2ccc(-c3ccc4nncn4n3)cc2)c1 | -3 | i | 0 | -1 | 5 | 1.7 | -6 | -14 | 5 | 3
CCOC(=O)[C@@H]1[C@H]2COc3ccc(Br)cc3[C@@H]2N2C(=O)N(c3ccc(Br)cc3)C(=O)[C@@]12C | -8 | i | -21 | 4 | 4 | 1.5 | -5 | 2 | 0 | -11
COC(=O)Cc1nc(NC(=O)c2cccs2)sc1C | -2 | i | -6 | -21 | 3 | -0.4 | 3 | 7 | 0 | -1
O=C1CC(=O)N(CCc2ccccc2)C(=O)N1CCc1ccccc1 | 2 | i | -8 | -1 | -24 | 1.7 | -37 | 0 | -1 | 7
NS(=O)(=O)c1ccc(CCNCc2cccs2)cc1 | -1 | i | -3 | 5 | -8 | -0.9 | 9 | 2 | -2 | 2
CC(C)(C)NS(=O)(=O)c1ccc(OCC(=O)NCC2CCCO2)cc1 (stereo not drawn) | 1 | i | 1 | 1 | -2 | -0.2 | 1 | 6 | -2 | -1
CCCC[C@@H]1Cc2[nH][nH]c(=O)c2[C@H](c2ccc3ccccc3c2)O1 | · | · | · | 3 | 7 | 0.3 | 6 | -5 | · | 11
CCc1nn(CCCC(=O)N2CCc3ccccc3C2)c(=O)c2cc3occc3n12 | -2 | i | -2 | 4 | 5 | 20 | -2 | 0 | -2 | 0
O=C(NCCCN1CCOCC1)C1COc2ccccc2O1 (stereo not drawn) | 2 | i | 10 | -6 | 5 | -0.5 | 4 | 0 | -2 | 4
Cc1ccc(C(=O)/C=C/c2cc(C#N)n(C)c2C)cc1 | 0 | i | -9 | -1 | -2 | 2.4 | -3 | -11 | 2 | -8
Cc1nc(C(F)(F)F)ccc1C(=O)N1CCC1(C)C(=O)Nc1ccc2c(c1)OCO2 (stereo not drawn) | 4 | i | · | 15 | -1 | -0.5 | 6 | 5 | -1 | -1
COc1ccc(CN2CCOCCOCCOCCOCCOCC2)cc1 | -2 | i | -9 | -7 | 0 | -1.1 | -6 | 2 | -2 | -6
CC(C)CCNC(=O)CCc1nnc(Cc2c[nH]c3ccccc23)o1 | -4 | i | 3 | -2 | 1 | -0.6 | -1 | 1 | 0 | 3
NNC(=O)c1ccc(COc2cccc3ccccc23)o1 | -6 | i | 1 | -3 | 1 | -0.1 | -2 | -4 | 3 | 6
O=C(c1ccc(CSc2ccc(Cl)cc2)cc1)N1CCCC1 | -2 | i | -5 | 16 | -5 | 0.2 | -1 | 0 | 0 | -4
CCOc1ccc(S(=O)(=O)N2CCC(C(=O)NCc3ccncc3)CC2)cc1Cl | -4 | i | -3 | -10 | 3 | 0.4 | 0 | -3 | 2 | 0

Of the compounds above, 10 contain sulfur:
SMILES | DNMT1 inh | Rpn11 inh | Scp1 inh | SKN-1 block | NRP1-CendR mod | LMPTP block | MT1-MMP act inh | SUMO1 PPI mod | STEP inh | NadD block
COc1ccc(-c2nnc(SC(C(=O)c3c[nH]c4ccccc34)c3ccccc3)n2N)cc1OC (stereo not drawn) | -39 | i | 7 | 3 | -18 | 2.6 | 5 | -3 | 9 | 23
Cc1ccc(NNC(N)=S)cc1Cl | -1 | i | -2 | -8 | -17 | -1.0 | 1 | -4 | 2 | 2
CC(=O)Nc1cccc(NC(=O)CSc2nc(=O)n(CCN3CCOCC3)c3c2CCCC3)c1 | 3 | i | -2 | 3 | -4 | -0.6 | 1 | -1 | -1 | 4
Cc1ccc(SC(C)C(=O)Nc2ncn[nH]2)cc1 (stereo not drawn) | 4 | i | 2 | 8 | 3 | -0.2 | 1 | 3 | -2 | 4
COc1ccc(OC)c(S(=O)(=O)Nc2ccc(-c3ccc4nncn4n3)cc2)c1 | -3 | i | 0 | -1 | 5 | 1.7 | -6 | -14 | 5 | 3
COC(=O)Cc1nc(NC(=O)c2cccs2)sc1C | -2 | i | -6 | -21 | 3 | -0.4 | 3 | 7 | 0 | -1
NS(=O)(=O)c1ccc(CCNCc2cccs2)cc1 | -1 | i | -3 | 5 | -8 | -0.9 | 9 | 2 | -2 | 2
CC(C)(C)NS(=O)(=O)c1ccc(OCC(=O)NCC2CCCO2)cc1 (stereo not drawn) | 1 | i | 1 | 1 | -2 | -0.2 | 1 | 6 | -2 | -1
O=C(c1ccc(CSc2ccc(Cl)cc2)cc1)N1CCCC1 | -2 | i | -5 | 16 | -5 | 0.2 | -1 | 0 | 0 | -4
CCOc1ccc(S(=O)(=O)N2CCC(C(=O)NCc3ccncc3)CC2)cc1Cl | -4 | i | -3 | -10 | 3 | 0.4 | 0 | -3 | 2 | 0

The list goes on:
SMILES | DNMT1 inh | Rpn11 inh | Scp1 inh | SKN-1 block | NRP1-CendR mod | LMPTP block | MT1-MMP act inh | SUMO1 PPI mod | STEP inh | NadD block
CC(C)(C)n1nnnc1CN1CCC(NC(=O)NC2CCCCC2)CC1 | 2 | i | -2 | -2 | -6 | -2.2 | 3 | 1 | 1 | 0
COc1cc(/C=C2\C(=O)N(C)C(=S)N2C)ccc1O | 2 | i | -12 | 2 | -16 | -0.9 | -13 | -32 | 2 | -2
CC(C)Nc1nc(Nc2ccc(C#N)cc2)c2sccc2n1 | 0 | i | · | 24 | -1 | 44 | -7 | 8 | 0 | 4
CCC(C)n1c(SCC(=O)Nc2cc(C(C)(C)C)nn2-c2ccccc2)nc2ccccc2c1=O (stereo not drawn) | -2 | i | -4 | 14 | 4 | 3.5 | -13 | 7 | 2 | -1
CC(=O)NC1(c2ccc(F)cc2)CCN(C(=O)Nc2ccc(F)cc2F)CC1 | 0 | i | 1 | 5 | -2 | 0.0 | 5 | -1 | -2 | -1
O=[N+]([O-])c1ccc(N/N=C/c2cccc(O)c2)cc1 | -21 | + | -12 | 21 | -47 | 6.6 | -16 | -34 | 1 | -5
CC1CCN(S(=O)(=O)c2ccc(C(=O)NNC(=O)C3CC3)cc2)CC1 | 4 | i | 6 | -10 | 3 | -0.2 | 0 | 0 | -3 | 0
c1ccc(OCCNc2ccn3nc(-c4ccccc4)cc3n2)cc1 | -11 | i | · | -10 | -6 | 1.4 | 5 | 1 | -2 | 4
Cn1c(=O)c2c(ncn2CC(=O)OCC(=O)Nc2ccc(F)cc2Cl)n(C)c1=O | 4 | i | 39 | -13 | 8 | -1.9 | 2 | -1 | 2 | 3
O=C(COC(=O)C1=Cc2ccccc2OC1)NCc1ccco1 | 0 | i | -6 | -5 | 5 | 0.6 | 3 | -16 | -2 | -5
OC(c1cccc(Cl)c1)c1nc(-c2csc3ccccc23)cs1 (stereo not drawn) | -11 | i | · | 18 | -19 | 3.4 | 2 | 3 | -3 | -13
CCCNC(=O)COC(=O)c1cc2c(=O)n3ccccc3nc2s1 | -4 | i | -5 | 6 | -3 | -0.5 | 3 | -20 | 0 | 4
COc1ccc(CN(C(=O)c2nsc(Cl)c2Cl)C(C(=O)NC2CCCCC2)c2ccc(OC)cc2)cc1 (stereo not drawn) | -9 | i | -5 | 6 | -16 | 5.4 | -46 | 0 | 1 | 10
O=C(/C=C/c1ccccn1)c1ccc(Br)cc1O | -9 | i | -3 | 15 | 8 | 0.4 | -5 | -1 | -2 | 4
CCc1ccc(C(=O)CN2C(=O)NC(C)(c3ccc(C)cc3)C2=O)cc1 (stereo not drawn) | 0 | i | -29 | 4 | -1 | 1.3 | 3 | -1 | -4 | 7
O=C(N/N=C/c1cccnc1)c1cc(-c2ccc(Br)cc2)nc2ccccc12 | -1 | i | -8 | -7 | -1 | 2.2 | 0 | 13 | 0 | 5
CN(C(=O)COC(=O)CNC(=O)c1ccc(C(C)(C)C)cc1)c1c(N)n(Cc2ccccc2)c(=O)[nH]c1=O | 0 | i | -3 | 8 | -11 | 0.1 | -1 | 1 | 7 | 2

Screens (PubChem BioAssay)
